Source: PubChem (National Center for Advancing Translational Sciences (NCATS))
APE1 inh = inhibitors of human APE1 endonuclease; P27695; recombinant APE1, TAMRA/BHQ-2 abasic DNA cleavage fluorescence; 350,000 compounds, 0.35% hits; AID 2517; Potency, µM (titrated, usually from 65.8 µM), for the others: top-dose activity change, negative = inhibition, actives largely listed as inhibitors;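 further: plate controls were vehicle for no effect and reference inhibitor for full effect; nearly all actives have a fitted effect of over 55% in size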
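Endonuclease cleavage of a quenched abasic-site DNA duplex (50 nM) by APE1 (0.75 nM) was tracked by TAMRA dequenching. Compounds were preincubated with enzyme 15 min at room temperature; data normalized to buffer-only and DMSO wells plus NSC13755 control.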
POLB inh = inhibitors of human DNA polymerase beta. P06746. Pol beta primer extension/strand displacement, fluorescence kinetic. Potency, µM (top dose mostly 114 µM), for inactives: at the highest dose activity change, negative = inhibition, actives largely listed as inhibitors. 340,000 compounds, 1.3% hits; further: on the % scale 0 is the no-effect control and ±100 the full control effect
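Enzyme-only controls used 10 nM Pol beta; buffer lacking enzyme served as negative control. Compound preincubated 15 min, then 50 nM substrate added; 0 and 10 min reads at room temperature.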
BAZ2B inh = inhibitors of human BAZ2B bromodomain. Q9UIF8. AlphaScreen BAZ2B-H3K14Ac peptide displacement. Potency, µM (doses to about 114 µM), inactives show at the top dose activity change, negative = inhibition, hits mostly inhibitors. 360,000 compounds, 4.4% hits; further: on the % scale 0 is the no-effect control and ±100 the full control effect; nearly all actives have a fitted effect of over 60% in size
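BAZ2B 50 nM plus b-H3(5-23)K14Ac 50 nM, PBS pH 7.4/0.01% Tween-20, 30 min RT; compound added (max 110 uM), 30 min RT; streptavidin donor/Ni-chelate acceptor beads 10 ug/mL final, 20 min dark; AlphaScreen read.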
BLM inh = Bloom syndrome helicase (human) inhibition. recombinant BLM DNA unwinding, fluorescence dequenching. 350,000 compounds, 0.2% hits. Potency, µM (titrated, usually from 56.1 µM), for the others: at the highest dose activity change, negative = inhibition, usual class: inhibitors. P54132;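 further: plate controls were vehicle for no effect and no enzyme for full effect; nearly all actives have a fitted effect of over 35% in size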
POLK inh = inhibitors of human DNA polymerase kappa | Q9UBT6 | purified Pol kappa, fluorescent DNA synthesis assay, 10 min | Potency, µM (highest dose often 107 µM), inactives show top-dose activity, negative = inhibition, most hits filed as inhibitors | 400,000 compounds, 0.53% hits; further: on the % scale 0 is the no-effect control and ±100 the full control effect
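Readout: fluorescence, taken kinetically at 0 and 10 min. Conditions: 10 nM Pol kappa, 15 min RT compound preincubation, 50 nM substrate final. Controls: enzyme-free buffer wells.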
JMJD2A Tudor = blocks the human JMJD2A Tudor domain; AID 504339; O75164; 390,000 compounds, 4.4% hits; AlphaScreen JMJD2A-Tudor / H3K4me3 peptide binding; Potency, µM (series often up to 114 µM), for the others: top-dose activity change, negative = inhibition, actives largely listed as inhibitors; further: on the % scale 0 is the no-effect control and ±100 the full control effect; nearly all actives have a fitted effect of over 50% in size
G9a inh = G9a (human) methyltransferase inhibition | G9a H3K9 monomethylation, AlphaScreen, 2 h | Potency, µM (series often up to 102 µM), without a hit: at the highest dose activity, negative = inhibition, usual class: inhibitors | 350,000 compounds, 8.8% hits | AID 504332; further: on the % scale 0 is the no-effect control and ±100 the full control effect; nearly all actives have a fitted effect of over 75% in size
Target sequence (Q96KQ7 913-1193 limits assumed): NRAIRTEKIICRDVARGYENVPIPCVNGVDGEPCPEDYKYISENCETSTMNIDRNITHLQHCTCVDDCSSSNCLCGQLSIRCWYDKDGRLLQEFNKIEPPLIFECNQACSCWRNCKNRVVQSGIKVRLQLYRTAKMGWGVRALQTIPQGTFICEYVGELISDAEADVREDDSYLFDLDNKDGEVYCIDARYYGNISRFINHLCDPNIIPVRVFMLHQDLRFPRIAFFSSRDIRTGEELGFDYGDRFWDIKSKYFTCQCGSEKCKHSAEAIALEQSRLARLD
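Enzyme 20 nM + cpd, 15 min RT; add b-H3K9 pep 500 nM / SAM 20 uM; 2 h RT; anti-H3K9me1 Ab 0.5 ug/mL + SA donor / anti-rabbit acceptor beads 20 ug/mL each, 10 min; AlphaScreen read.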
POLI inh = inhibitors of human DNA polymerase iota; Q9UNA4; Pol iota fluorescent replication assay, 10 min; Potency, µM (highest dose often 115 µM), for the others: at the highest dose activity, negative = inhibition, actives largely listed as inhibitors; 390,000 compounds, 1% hits; AID 588590
Target sequence (Q9UNA4 whole entry, looked up): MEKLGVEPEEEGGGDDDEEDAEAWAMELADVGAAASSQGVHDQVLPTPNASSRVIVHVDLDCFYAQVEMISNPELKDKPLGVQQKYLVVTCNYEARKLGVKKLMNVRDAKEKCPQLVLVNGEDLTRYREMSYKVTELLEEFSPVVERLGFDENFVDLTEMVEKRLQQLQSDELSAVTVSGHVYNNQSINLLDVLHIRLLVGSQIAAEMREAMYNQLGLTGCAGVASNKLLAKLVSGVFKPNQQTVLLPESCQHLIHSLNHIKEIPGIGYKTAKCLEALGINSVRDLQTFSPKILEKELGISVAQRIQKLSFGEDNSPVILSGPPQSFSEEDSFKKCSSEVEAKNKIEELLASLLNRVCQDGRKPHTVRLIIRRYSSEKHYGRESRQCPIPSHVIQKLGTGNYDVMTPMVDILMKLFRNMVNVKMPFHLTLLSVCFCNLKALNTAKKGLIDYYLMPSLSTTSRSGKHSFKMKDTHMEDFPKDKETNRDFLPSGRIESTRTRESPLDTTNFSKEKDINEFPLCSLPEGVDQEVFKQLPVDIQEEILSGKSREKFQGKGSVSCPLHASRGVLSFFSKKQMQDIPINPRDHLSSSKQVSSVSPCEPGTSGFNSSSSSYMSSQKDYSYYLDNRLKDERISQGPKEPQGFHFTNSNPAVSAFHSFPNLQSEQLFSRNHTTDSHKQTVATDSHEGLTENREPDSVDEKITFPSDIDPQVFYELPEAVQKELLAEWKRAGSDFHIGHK
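Pol iota at 10 nM preincubated 15 min with compounds at room temperature; reaction started with fluorescent substrate, 50 nM final. Fluorescence read kinetically at 0 and 10 min; buffer-only wells as negative control.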
POLH inh = inhibitors of human DNA polymerase eta; Q9Y253; recombinant Pol eta, fluorescent DNA replication assay; Potency, µM (doses to about 114 µM), without a hit: at the top dose activity change, negative = inhibition, hits mostly inhibitors; 390,000 compounds, 1.2% hits; further: on the % scale 0 is the no-effect control and ±100 the full control effect
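Pol eta at 10 nM preincubated with compounds 15 min at room temperature; reaction started with fluorescent substrate (50 nM final) and read kinetically at 0 and 10 min.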
Starred values were filed as active, the others as inactive; ? = inconclusive; · = no result given; [ ] = another dose, or the depositor's remark. The call rests on the fitted dose curve; in most records, active means well fitted curve in the direction sought with a large enough effect; inconclusive means small, poorly fitted or top-dose-only effect, or another doubt; inactive means no such curve, though single readings can be large; an effect the other way counts as inactive or inconclusive. Potency means the concentration at half of the fitted maximal effect. Some of the compounds tested, so the mix of outcomes need not match the whole.

mol	APE1 inh	POLB inh	BAZ2B inh	BLM inh	POLK inh	JMJD2A Tudor	G9a inh	POLI inh	POLH inh
CCCCn1c(=O)[nH]c(=O)c2c1nc(-c1ccncc1)n2CCOC	-2%	2%	7%	-5%	-1%	-8%	9%[12.7 µM]	-3%	-2%
CCc1cccc(CC)c1N(COC)C(=O)Cn1nnc2ccccc21	-2%	14%	-3%	-1%	-1%	-13%	-13%	4%	2%
Cc1ccc(C)n1-c1nnc(N2CCCC(C(=O)NCc3ccccc3)C2)s1 (stereo unspecified)	·	8%	-14%	-3%	-10%	-23%	0%[59 µM]	8%	·
Cc1ncc([N+](=O)[O-])n1Cc1cccc2ccccc12	0%	2%	-23%	0%	-3%	-18%	0%	119%[activator]	-3%
Cc1ccc(NC(=O)CN(C)C(=O)c2ccc(COc3ccccc3)cc2)cc1	-6%	·	-5%	·	-15%	-9%	-32%	21%	-6%
CC(=O)Nc1nonc1-c1nnc(SCc2ccc(F)cc2Cl)n1C	·	-22%	4%	2%	1%	9%	0%[59 µM]	10%	-11%
Cc1cnc(C(=O)OCC(=O)N2c3ccccc3CC2C)cn1 (stereo unspecified)	15%	25%	-2%	-6%	-2%	-8%	24%	124%[activator]	-15%
CCn1c(NC(=O)Nc2ccccc2OC)nc2ccccc21	1%	14%	3%	2%	0%	-19%	-30%	15%	-17%
Cc1ccc(S(=O)(=O)N2CCCOC2CNC(=O)C(=O)NCc2cccnc2)cc1 (stereo unspecified)	2%	45%	4%	-2%	-11%	-7%	27%[59 µM]	14%	-19%
O=C(NC1CC1)C1CCCN1C(=O)NC1CCCCC1 (stereo unspecified)	-1%	-3%	-31%	0%	-4%	-6%	-8%[59 µM]	19%	12%
CCCCOc1ccc(C(=O)NCC(=O)NCc2ccncc2)cc1	14%	·	13%	·	-14%	-4%	0%	9%	-7%
Cc1nc2ccccn2c1C(=O)NN=C1C2CC3CC(C2)CC1C3	3%	31%	-5%	2%	2%	?	-10%[59 µM]	3%	-12%
CCOC(=O)c1c[nH]c(=S)n(-c2ccccc2)c1=O	13%	·	6%	·	-1%	-18%	24%[2.33 µM]	31%[activator]	-17%
Cc1cccc(NC(=O)N2CC=C(c3c[nH]c4ccccc34)CC2)c1C	·	4%	?	-12%	-9%	?	?	-7%	-4%
O=C(CN1C(=O)NC2(CCOc3ccccc32)C1=O)N1CCCCC1 (stereo unspecified)	5%	·	·	·	-8%	-14%	·	18%	-16%
COc1ccc(NC(=O)CSc2nccn2Cc2ccco2)cc1	18%	18%	-24%	-6%	-4%	-28%	-32%	10%	-3%
CCOc1ccc(S(=O)(=O)NCCC(=O)OC(C)C(=O)N2CCc3ccccc32)cc1 (stereo unspecified)	-8%	6%	-5%	-1%	-5%	-2%	56%[activator][12.7 µM]	74%[activator]	2%
O=C(CCCN1C(=O)/C(=C/c2cccs2)SC1=S)Nc1cccnc1	1%	-24%	-29%	-10%	-11%	-10%	7%	29%	4%
Cc1nc2ccc(-n3ccc(=O)cc3)cc2s1	-4%	19%	3%	2%	-9%	-8%	-19%[59 µM]	17%	-11%
Cc1ccc(S(=O)(=O)N(C)CCCC(=O)NCc2ccc3c(c2)OCO3)cc1	5%	5%	1%	-5%	-17%	4%	55%[activator][59 µM]	2%	-16%
CCOc1ccccc1N1CCN(S(=O)(=O)c2cccc3nsnc23)CC1	-1%	-24%	?	-6%	-9%	?	?	-1%	-2%
CC(Oc1ccc2c(c1)oc(=O)c1ccccc12)C(=O)NCCCN1CCOCC1 (stereo unspecified)	52%[activator]	9%	-13%	-8%	-5%	-4%	-10%	44%[activator]	2%
CS(=O)(=O)N(Cc1ccco1)CC(O)Cn1c2ccccc2c2ccccc21 (stereo unspecified)	-4%	4%	?	-2%	-20%	?	14µM*	7%	-5%
Cc1cc(S(=O)(=O)N2CCCC2)ccc1OCC(=O)NC1CCCC1	6%	11%	1%	-3%	11%	-13%	8%	71%[activator]	-13%
NC(=O)C1CCN(C(=O)/C=C/c2cccc(Br)c2)CC1	1%	3%	-2%	0%	2%	-5%	8%	66%[activator]	-18%
Cc1ccc(C23OC(=O)C(C)(C)C2OC(=O)C3(C)C)cc1 (stereo unspecified)	1%	36%	14%	0%	-6%	-5%	3%[59 µM]	19%	0%
CCn1c2ccccc2c2cc(C3C(C#N)=C(C)NC(C)=C3C#N)ccc21	9%	-23%	10%	-10%	-8%	9%	14%	6%	-14%
CC1CCN(C(=O)COC(=O)CCc2c[nH]c3ccccc23)CC1	7%	24%	·	-2%	-11%	-10%	16%	-3%	-9%
CC1(C)CC(=O)C2=C(C1)OC(N)=C(C#N)C21CCN(C(=O)OCc2ccccc2)CC1	-6%	-4%	11%	-13%	-14%	-23%	-33%[2.33 µM]	53%[activator]	-10%
Cc1ccc(OCC(=O)Nc2nnc(S(=O)(=O)N3CCCCCC3)s2)cc1C	5%	0%	-37%	-3%	-11%	-4%	·	-9%	-7%
O=C1NC2(CCCCC2)C(=O)N1Cc1ccc([N+](=O)[O-])cc1	2%	-21%	-11%	1%	-14%	-14%	5%[59 µM]	-3%	-10%
Cc1ccc(N2CC(C(=O)OCC(=O)Nc3ccccc3C)CC2=O)cc1 (stereo unspecified)	26%	·	6%	·	2%	6%	34%[activator][12.7 µM]	33%[activator]	-19%
CC(C)(C)OC(=O)C(Cl)(C(=O)OC(C)(C)C)c1ccc2nnnn2n1	-3%	13%	-8%	0%	-11%	-12%	?	46%[activator]	1%
COc1ccccc1C(=O)NC(=O)CSc1nnc2ccccn12	18%	·	·	·	-13%	-12%	·	17%	1%
COc1ccc(OC)c(S(=O)(=O)NC(N)=NCCc2ccccc2)c1	-3%	1%	·	1%	?	-2%	-31%	1%	-6%
CCN(C(=O)CSc1ncc(S(=O)(=O)c2ccc(C)c(Cl)c2)c(=O)[nH]1)c1cccc(C)c1	·	4%	-8%	2%	-7%[60.1 µM]	-12%	14%[59 µM]	?	-4%
COc1ccc(NC(=O)Cc2ccc(-c3ccccc3)cc2)cn1	?	10%	-25%	-1%	-1%	-12%	?	-12%	-7%
O=C(c1ccc(Cl)c(S(=O)(=O)N2CCCC2)c1)N1CCN(c2ccccc2)CC1	11%	56%	-21%	-2%	0%	13µM*	-32%	102%[activator]	-16%
COc1ccc(S(=O)(=O)N2CCOCC2)cc1NC(=O)c1ccc(S(=O)(=O)N2CCCCC2)cc1	·	·	·	·	-4%	-20%	·	18%	-11%
O=C(NCc1cc(C(F)(F)F)cc(C(F)(F)F)c1)C1CC(c2ccccc2C(F)(F)F)=NO1 (stereo unspecified)	-28%	·	-5%	·	-23%	-22%	12%[2.33 µM]	-5%	-8%
CC(C)(C)n1nnnc1C(c1ccccc1F)N1CCN(C(=O)c2ccco2)CC1 (stereo unspecified)	32%	0%	1%	-4%	-10%	7%	15%	102%[activator]	-24%
C=CCn1cc(C(=O)NCCCN(CC)CC)c(=O)c2cc(S(=O)(=O)N3CCC(C)CC3)ccc21	45%	13%	-15%	4%	12%	-4%	-5%	28%	13%
CC(C)n1cc(NC(=O)C2CC(c3cccc(Br)c3)=NO2)cn1 (stereo unspecified)	-2%	2%	5%	1%	-19%	-8%	4%	10%	6%
CNC(=O)CSc1cn(CC(=O)N(C(C)C)C(C)C)c2ccccc12	1%	7%	5%	2%	-10%	5%	-1%	180%[activator]	-9%
COc1ccc(-n2nc(C(=O)O)c3ccccc3c2=O)c(OC)c1	2%	1%	-2%	2%	-3%[60.1 µM]	-8%	-39%[12.7 µM]	9%	-3%
O=C(Nc1nnc(-c2ccc(Br)cc2)o1)C1=COCCO1	12%	·	?	·	-4%	-8%	-3%	-7%	-19%
O=C(Nc1ccc(O)c2c(=O)cc(-c3ccccc3Cl)oc12)c1cc(Cl)cc(Cl)c1	0%	·	·	-4%	-26%	-26%	·	13%	·
Fc1ccc(-c2nnc(CSc3nnc4ccccn34)o2)cc1	0%	-10%	-2%	0%	-5%	-5%	-8%[59 µM]	-25%	-12%
CC(C)c1ccc(SCc2noc(C(=O)NCC3CCCO3)c2C(=O)O)cc1 (stereo unspecified)	-7%	-26%	9%	-3%	-7%	-25%	21%[0.501 µM]	-9%	-4%
CN(C)/C=C(/C(=O)c1ccccc1Cl)S(C)(=O)=O	20%	-8%	-3%	-13%	3%	-9%	-14%[59 µM]	6%	-4%
COc1ccc(C2CC(C)(c3ccc(OC)cc3)Nc3ccccc3N2)cc1 (stereo unspecified)	0%	-11%	22µM*	-10%	-14%	?	·	-18%[58.9 µM]	-25%
c1ccc(-c2nn3c(-c4ccccc4)nnc3s2)cc1	18%	16%	-2%	0%	6%	-1%	?	15%	-16%
COc1cc(NC(=O)CCN2C(=O)NC3(CCCC3)C2=O)c(OC)cc1Cl	-12%	·	-4%	·	-14%	-13%	14%[12.7 µM]	28%	-17%
COc1ccc(Nc2c3c(nc4ccc(C)cc24)CCC3)cc1	-2%	26%	-27%	-1%	6%	-25%	?	33%	-5%
O=C(CCCSc1nc2ccccc2[nH]1)Nc1ccccc1	4%	17%	-8%	-12%	-13%	-11%	-26%[59 µM]	90%[activator]	-4%
Cc1ccc(C(=O)OCC(=O)NCc2ccco2)cc1	?	4%	?	-11%	-5%	-12%	?	3%	?
CSc1ccc(C2=CC(=O)C[C@H](c3ccc(Cl)cc3)C2)cc1	-6%	·	-1%	·	-6%	-21%	-9%[2.33 µM]	8%	-11%
COC(=O)COc1ccc(S(=O)(=O)NCc2ccncc2)cc1	1%	5%	-3%	0%	-6%	3%	-17%[12.7 µM]	58%[activator]	-18%

Arranged by value in JMJD2A Tudor (falling): three from the list above
Molecule | POLB inh | BAZ2B inh | BLM inh | POLK inh | JMJD2A Tudor | G9a inh | POLI inh | POLH inh
Cc1ccc(S(=O)(=O)N(C)CCCC(=O)NCc2ccc3c(c2)OCO3)cc1 | 5% | 1% | -5% | -17% | 4% | 55%[activator][59 µM] | 2% | -16%
Cc1ccc(C(=O)OCC(=O)NCc2ccco2)cc1 | 4% | ? | -11% | -5% | -12% | ? | 3% | ?
COc1ccc(NC(=O)CSc2nccn2Cc2ccco2)cc1 | 18% | -24% | -6% | -4% | -28% | -32% | 10% | -3%
